# PfGluPho inh – PfG6PD (Plasmodium falciparum) enzyme inhibition; PfGluPho enzyme, NADPH resazurin-diaphorase fluorescence; inhibition, % at 20 µM; 0.78% of 350,000 active;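 active means inhibition reaching at least a set limit at 20 µM in the primary screen, cut at about 59% in these data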;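 further: 0% = DMSO wells with substrate and 100% = DMSO wells lacking glucose-6-phosphate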
# SENP8 block-1 – SENP8 protease inhibition | Q96LD8 | purified SENP8, Z-RLRGG-aminoluciferin cleavage, luminescence | inhibition, % at 10 µM | 1.2% of 330,000 active | AID 2540; in the data active means inhibition above about 50%
# Target sequence (Q96LD8 whole entry, looked up): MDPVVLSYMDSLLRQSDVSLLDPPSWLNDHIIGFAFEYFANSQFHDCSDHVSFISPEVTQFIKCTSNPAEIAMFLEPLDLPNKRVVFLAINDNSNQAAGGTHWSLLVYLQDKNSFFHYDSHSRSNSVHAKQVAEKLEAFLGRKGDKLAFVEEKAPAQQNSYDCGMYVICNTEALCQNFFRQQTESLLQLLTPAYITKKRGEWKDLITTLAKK
# SENP6 block – SENP6 protease inhibition. Q9GZR1. Recombinant SENP6 catalytic domain, aminoluciferin luminescence. inhibition, % at 10 µM. 1.8% of 330,000 active;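 active means inhibition above about 50% at the single tested dose, limit read from the data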;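 further: plate controls were DMSO wells with enzyme for no effect and DMSO wells lacking enzyme for full effect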
# Target sequence (Q9GZR1 628-1112 limits assumed): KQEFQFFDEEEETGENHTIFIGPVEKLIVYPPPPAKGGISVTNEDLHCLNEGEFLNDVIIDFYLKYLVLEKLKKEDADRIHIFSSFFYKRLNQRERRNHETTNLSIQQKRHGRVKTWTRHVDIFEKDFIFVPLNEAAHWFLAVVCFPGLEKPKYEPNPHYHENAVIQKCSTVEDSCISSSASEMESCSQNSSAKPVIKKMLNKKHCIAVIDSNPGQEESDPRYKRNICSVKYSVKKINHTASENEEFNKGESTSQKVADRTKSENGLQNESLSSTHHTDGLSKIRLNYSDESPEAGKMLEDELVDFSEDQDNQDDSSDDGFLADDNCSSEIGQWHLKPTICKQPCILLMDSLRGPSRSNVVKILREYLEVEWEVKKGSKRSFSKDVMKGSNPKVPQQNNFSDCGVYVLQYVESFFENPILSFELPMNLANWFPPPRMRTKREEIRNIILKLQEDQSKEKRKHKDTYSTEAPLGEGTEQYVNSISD
# Apaf1 inhib – human Apaf-1 inhibition | reconstituted apoptosome caspase-3 activity, DEVD-Rh110 fluorescence | inhibition, % at 20 µM | 0.71% of 330,000 active | AID 489030; active means inhibition of at least 40% at 20 µM;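 further: plate controls were DMSO wells for no effect and DEVD-CHO caspase inhibitor wells for full effect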
#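 System: reconstituted apoptosome with Apaf-1, cytochrome c, caspase-9, procaspase-3, dATP; Signal: Rh110 fluorescence intensity; Schedule: 30 min compound preincubation, 50 min activation, room temperature; Reagent: cytochrome c trigger plus (Z-DEVD)2-Rh110 caspase-3 substrate.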
# SENP8 block-2 – SENP8 (human) protease inhibition. 0.64% of 360,000 active. recombinant SENP8, Nedd8 substrate fluorescence. AID 602440. inhibition, % at 20 µM; in the data active means inhibition mostly above about 40%, no sharp cut-off; inactive means mostly below about 27%
# SENP7 block – inhibitors of human SENP7 protease. Q9BQF6. recombinant SENP7, Z-RLRGG-aminoluciferin luminescence, 40 min. inhibition, % at 5 µM. 1.5% of 330,000 active. AID 434973;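 active means inhibition above about 50% at the single test dose, limit read from the data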;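 further: plate controls were DMSO with enzyme for no effect and no enzyme buffer wells for full effect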
# SENP1 inh – SENP1 (human) catalytic domain inhibition | recombinant SENP1 catalytic domain, CyPet-SUMO1-YPet FRET cleavage | inhibition, % at 10 µM | 0.21% of 360,000 active;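 active means inhibition at least 30% at 10 µM, raw YFP signal under a set limit, fluorescence ratio 0.5 to 1.5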;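 further: 0% = enzyme with DMSO and 100% = no enzyme wells; some results filed as inactive read as strong as hits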
# Target sequence (Q9P0U3 419-644 limits assumed): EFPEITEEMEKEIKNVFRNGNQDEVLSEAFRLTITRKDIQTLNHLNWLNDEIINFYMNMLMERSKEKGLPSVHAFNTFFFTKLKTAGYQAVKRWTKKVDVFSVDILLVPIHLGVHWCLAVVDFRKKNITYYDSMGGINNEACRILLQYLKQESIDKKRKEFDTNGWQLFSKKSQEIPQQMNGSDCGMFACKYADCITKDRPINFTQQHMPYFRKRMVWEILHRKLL
#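 Material: hSENP1 catalytic domain, recombinant; medium: Tris pH 8 with BME, BSA, NP40 and catalase; compound: single concentration of 10 µM compound, 0.5% DMSO final; technique: FRET read of cyan and yellow fluorescence; timing: 50 min enzyme reaction, room temperature, light-protected; reagent: SFCypet-SUMO1-SFYpet substrate at 25 nM; control set: no-enzyme low, enzyme-DMSO high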
# HKDC1 inhibitor – blocks human hexokinase HKDC1 activity. Q2TB90. recombinant HKDC1, G6PDH/diaphorase resazurin coupled fluorescence. inhibition, % at 20 µM. 0.16% of 340,000 active. AID 493160;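 active means inhibition above about 35% when tested at 20 µM, limit read from the data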;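 further: plate controls were DMSO wells with enzyme for no effect and DMSO wells lacking enzyme for full effect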
#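 Assay system: recombinant HKDC1 hexokinase; detection: coupled resazurin fluorescence, excitation 525 nm, emission 613 nm; benchmarks: DMSO-plus-enzyme-mix negative control, buffer-substituted positive control; compound dosing: single 20 µM dose; schedule: 90 min at room temperature in dark; also added: glucose plus 1 mM ATP as hexokinase substrates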
# * = called active by the depositor; · = no result given. Compounds were not picked by outcome; any-hit rate near 3.6%.
SMILES,PfGluPho inh,SENP8 block-1,SENP6 block,Apaf1 inhib,SENP8 block-2,SENP7 block,SENP1 inh,HKDC1 inhibitor
O=C(COc1ccc(Cl)cc1)Nc1ccc(Cc2ccncc2)cc1,7,-10,-9,17,8,5,0,-8
N#CCOc1ccccc1CNC[C@H]1O[C@@H](n2cnc(C(N)=O)n2)[C@H](O)[C@@H]1O,5,·,·,·,4,·,0,-1
CCc1nc(CNC(=O)C2CCC(=O)N(CCc3cccc(F)c3)C2)no1 (stereo not drawn),-8,-3,-4,-8,10,0,2,0
O=C(CN1CCN(Cc2ccc(Cl)cc2)CC1)N1CCc2ccccc21,17,-1,-34,6,3,6,-4,0
O=C(C=Cc1ccco1)N1CCOCC1,7,·,·,·,5,·,-2,-8
COc1ccc(CNC(=O)CCC(=O)c2ccc(C)cc2)cc1OC,5,9,-6,1,20,4,0,-5
Cc1ccc(SCCNC(=S)Nc2ccc(C)cc2C)cc1,-1,-8,2,21,-3,-7,1,-5
COCC(C)NS(=O)(=O)c1ccc(NC(=O)c2ccccn2)cc1 (stereo not drawn),-21,-6,-5,-11,20,-5,0,-5
Cc1c(N(C)S(=O)(=O)c2cccc(C(=O)NCC3CCCO3)c2)c(=O)n(-c2ccccc2)n1C (stereo not drawn),-12,-4,-6,6,-1,-2,1,-4
C=CCSC1=NC(=O)/C(=C/c2cccs2)S1,-4,·,·,·,2,·,0,0
COC(=O)COc1ccccc1/C=C1/NC(=O)NC1=O,-8,2,3,0,-107,-1,3,-7
CNC(=O)CSc1nc(SC)ns1,0,-6,-22,1,12,-10,0,-6
c1csc(CCCN2CCCCC2)c1,7,·,·,·,7,·,0,-9
CCNc1cc(O)ccc1C,34,5,0,9,-18,12,-16,7
CCOc1ccc(N2C(=O)CC(Cc3ccccc3OC)C2=O)cc1 (stereo not drawn),-2,-11,13,-12,-6,-8,3,-4
Cc1cc(C)nc(NC(=O)c2c(C(=O)O)noc2C)n1,5,3,1,-6,-28,3,-2,-9
CCOc1ccc(-c2cnc(NCc3cccc4ccccc34)n2CCOC)cc1,6,-6,6,14,15,-5,-4,-1
COc1cccc(/C=N/NC(=O)c2ccc3nc[nH]c3c2)c1,12,-13,-15,-3,2,6,-1,-4
COc1ccc(Cn2c(-c3ccc(OC)cc3)nc3c(c(=O)c4ccccc4n3C)c2=O)cc1,·,-2,4,28,·,0,·,·
COc1cc(NC(=O)COc2ccc(C)c(C)c2)ccc1NC(=O)c1ccco1,15,2,-6,23,3,-2,1,5
Cc1csc(CNC(=O)C2CCC(=O)N(CCCc3ccccc3)C2)n1 (stereo not drawn),-9,-4,-4,-11,9,4,2,-6
COCCCNc1nc2c([nH]1)c(=O)[nH]c(=O)n2C,2,-12,-2,10,11,-3,1,-3
CC(C)C(=O)N1c2ccccc2NC2=C(C(=O)CCC2)C1c1ccc(N(C)C)cc1 (stereo not drawn),21,6,4,3,11,7,2,6
COc1ccc(C2C=C(Nc3ccccc3)C(=O)N2c2ccccc2)cc1OC (stereo not drawn),8,3,-2,35,-90,-5,-17,1
CCCn1c(N)c(N(CCOC)C(=O)c2cccc(S(=O)(=O)N3CCCc4ccccc43)c2)c(=O)[nH]c1=O,3,-3,-3,4,4,-6,-2,1
CCC(C)Nc1nc(SC(C(C)=O)C(C)=O)nc(N(C)C)n1 (stereo not drawn),-3,2,-10,-1,15,1,-1,-5
CCCc1cc(=O)[nH]c(Nc2ccc(OC)c(Cl)c2)n1,-23,-2,-6,10,0,-1,1,5
CC1(C)CC(=O)C(N=Nc2ccc(F)cc2)=C(O)C1,11,-7,5,-15,14,0,1,-2
CCOc1ccc2[nH]c3c(NCC(C)C)ncnc3c2c1,14,-2,-11,8,-289,5,-5,2
O=C(Nc1ccc(C2=NCCN2)cc1)c1ccc(Cl)c(C(=O)Nc2ccc(C3=NCCN3)cc2)c1,·,-15,-18,32,·,-12,·,·
CSc1nc(-c2ccccc2)nn1C(=O)c1ccccc1,12,-6,-6,5,27,-18,2,0
CCOC(=O)C1(CC2CCCCO2)CCN(S(=O)(=O)c2cccc(F)c2)CC1 (stereo not drawn),-14,-3,-19,-1,0,4,-1,-7
C=CCSc1ncc(C(=O)OCC)c(N)n1,-2,-8,3,0,9,10,3,-8
COc1ccc(/C=C2\N=C(c3ccccc3)N(c3ccc(C(=O)O)cc3)C2=O)cc1OC,-3,1,5,-1,-129,5,-35,-1
O=c1cc(-c2cccc(F)c2)[nH]c2ccccc12,-11,-23,-4,-4,-15,7,-4,6
COc1cc(C(=O)NCC2(c3ccccc3)CCCC2)ccc1OC(C)C,7,1,3,17,17,11,1,-7
CSc1nc2cc(Cl)ccc2s1,1,-8,-10,0,1,0,2,-2
CC1CN(C(=O)COC(=O)c2ccc(N(C)C)cc2)CC(C)O1 (stereo not drawn),-4,-7,-11,-15,-2,9,-2,-5
Cc1cc(=O)[nH]c(SCc2cccc(F)c2)n1,-7,-18,-25,16,9,-9,2,-2
Cc1c(NC(=O)C23CC4CC(CC(C4)C2)C3)c(=O)n(-c2ccccc2)n1C,5,-4,2,-13,12,6,-2,-7

# Sorted by value in SENP1 inh (falling): some entries from above
molecule | SENP1 inh
C=CCSc1ncc(C(=O)OCC)c(N)n1 | 3
COc1cc(C(=O)NCC2(c3ccccc3)CCCC2)ccc1OC(C)C | 1
CC1CN(C(=O)COC(=O)c2ccc(N(C)C)cc2)CC(C)O1 (stereo not drawn) | -2

# (continued)
SMILES,PfGluPho inh,SENP8 block-1,SENP6 block,Apaf1 inhib,SENP8 block-2,SENP7 block,SENP1 inh,HKDC1 inhibitor
CCC(=NC(CC)CO)C1=C(O)CC(C)(C)CC1=O (stereo not drawn),-27,2,-7,-12,18,1,2,-3
CCOC(=O)c1ccc(NS(=O)(=O)c2ccc(Cl)nc2)cc1,·,1,1,-7,·,1,·,·
O=C(N/N=C\c1ccc([N+](=O)[O-])s1)C1COc2ccccc2O1 (stereo not drawn),6,13,31,13,26,-2,-2,2
Cc1cccc(-n2ncc3c(NCCCO)ncnc32)c1,14,-11,-3,10,-1,2,-1,-2
O=C(O)CCC(=O)CCC(=O)c1ccccc1,9,1,-3,0,11,4,-1,-6
O=C(c1cc2c(s1)-c1ccccc1OC2)N1CCc2ccccc2C1,11,24,36,14,-391,11,-7,-1
CCS(=O)(=O)N1Cc2ccccc2CC1C(=O)Nc1cccc(C)c1 (stereo not drawn),-5,5,7,17,10,11,-1,11
CC1CCN(S(=O)(=O)c2ccc3c(c2)N(CC(=O)NCCCN2C(C)CCCC2C)C(=O)CO3)CC1 (stereo not drawn),8,6,-11,-4,9,7,-13,-6
COc1cc(NC(C)=O)c2ncccc2c1NC(C)=O,2,2,6,-2,-26,-1,-1,-4
Cc1c(Br)c(C(=O)N2CCc3ccccc32)nn1C,-16,0,15,-6,13,18,-1,13
CC1CN(C2CCCCC2)C(=S)NC1=O (stereo not drawn),-1,·,·,·,2,·,1,-6
O=C(COc1ccc(Cl)cc1Cl)Nc1cccnc1,-5,-25,-11,-11,8,-6,-1,-6
COc1ccc(NC(=O)c2ccc(S(=O)(=O)N3CCCCCC3)cc2)c(OC)c1,9,-6,-3,-10,14,3,1,-3
O=c1c2ccccc2c(/C=N/c2n[nH]c(CCCO)n2)c(O)n1-c1ccccc1Cl,6,2,3,8,-24,11,-68,-6
CC(C(=O)Nc1ccc(S(=O)(=O)N2CCCC2)cc1)N1CCc2ccccc2C1 (stereo not drawn),7,-18,-15,14,10,-12,-2,-4
CCOc1cc(N2CCOCC2)c(OCC)cc1NC(=O)COC(=O)C1CCCN1S(=O)(=O)c1ccccc1F (stereo not drawn),2,4,-7,-1,10,-3,-1,0
c1ccc(-c2nnc(SCC3CCCO3)nc2-c2ccccc2)cc1 (stereo not drawn),-6,-3,-23,11,17,0,1,6
Cc1cc(C)n(-c2ccc(C(=O)NCc3cccs3)cc2)n1,8,-16,-16,8,15,-3,0,-5
O=C(CCN1CCCCC1)Nc1ccc(Br)cc1,-7,-1,-13,3,0,8,-2,-3
N#Cc1cc(C(=O)c2ccccc2OCC(=O)Nc2ccccc2)cn(C2CCCCC2)c1=O,-21,6,-8,2,2,-2,0,-10
O=C(CSc1nc2ccccc2[nH]1)Nc1cccc(S(=O)(=O)N2CCOCC2)c1,-6,4,-32,-18,5,9,1,-3
CC(=O)c1cccc(N=C2NC(=O)CS2)c1,13,-6,-12,-8,26,-4,1,-2
Cc1ccc(CNC(=O)c2cn(C3CCCC3)c(=O)c3c2c2ccccc2n3C)o1,·,5,0,15,·,4,·,·
CCN(CC(=O)NCc1cccs1)C(=O)c1ccc(NS(=O)(=O)c2cccc([N+](=O)[O-])c2)cc1,-9,-2,-13,3,13,0,0,3
O=C(COC(=O)c1ccc(F)c(S(=O)(=O)N2CCCCC2)c1)NCc1ccc(F)cc1,8,-7,-2,5,6,-8,2,6
COc1cc([N+](=O)[O-])cc([N+](=O)[O-])c1NC(=O)N1CCOCC1,28,-6,6,10,37,-2,3,10
COc1cc(C(C)=O)ccc1Oc1ncnc2c1cnn2-c1ccccc1,-18,-8,-6,-33,7,-6,1,-2
O=C(NCC1CCCO1)c1ccc(COCC(F)(F)C(F)F)cc1 (stereo not drawn),-14,-4,7,-14,4,6,1,-1
CC(=O)c1ccc(N2CCN(C(=O)CCS(=O)(=O)c3ccc4c(c3)CCN4C(C)=O)CC2)cc1,15,-1,-7,-9,-86,6,-3,-1
CN1C(=O)/C(=C\c2ccccc2OCc2ccccc2)SC1=S,5,-4,3,9,26,1,-3,3
O=c1c2ccccc2nc(-c2ccoc2)n1CCc1ccccc1,-5,4,-6,12,8,0,-1,-1
O=C(CSc1nnc(CNC(=O)c2ccccc2)o1)NCc1ccccc1,-13,0,-7,9,6,9,-1,-1
Cc1cccc(NC(=O)CCN2C(=O)C3C4C=CC(C4)C3C2=O)n1 (stereo not drawn),-13,-3,2,7,19,-8,1,0
Cc1ccc(N2C(=O)C(Cc3ccc(O)cc3)NC2=S)cc1C (stereo not drawn),-18,-4,-5,-14,5,-4,0,9
CCCn1c(N)c(N(CCOC)C(=O)c2ccc(F)cc2F)c(=O)[nH]c1=O,-17,4,7,14,14,5,2,5
CCCCN(CCCC)CC(O)CN1C(=O)NC(C)(C)C1=O (stereo not drawn),-14,-4,-3,9,29,3,2,1
Cc1cc(=O)[nH]c(N/N=C/c2ccc([N+](=O)[O-])cc2)n1,·,-1,11,-13,·,1,·,·
CCOC(=O)N1CCN(C(=O)CN2C(=O)NC(C)(c3ccc4ccccc4c3)C2=O)CC1 (stereo not drawn),1,-1,1,-3,5,3,2,-2
COc1cccc2cc(C(=O)N3CCCCCCC3)c(=O)oc12,-5,7,-6,1,-12,1,-1,-5
CC(C)n1cc(C(=O)c2ccccc2O)cc(C#N)c1=O,-7,3,-28,5,32,4,-4,-1

# Arranged by SMILES length (low to high): 4 of the compounds above.
SMILES,PfGluPho inh,SENP8 block-1,SENP6 block,Apaf1 inhib,SENP8 block-2,SENP7 block,SENP1 inh,HKDC1 inhibitor
CC(C)n1cc(C(=O)c2ccccc2O)cc(C#N)c1=O,-7,3,-28,5,32,4,-4,-1
COc1cccc2cc(C(=O)N3CCCCCCC3)c(=O)oc12,-5,7,-6,1,-12,1,-1,-5
Cc1ccc(N2C(=O)C(Cc3ccc(O)cc3)NC2=S)cc1C (stereo not drawn),-18,-4,-5,-14,5,-4,0,9
CCCn1c(N)c(N(CCOC)C(=O)c2ccc(F)cc2F)c(=O)[nH]c1=O,-17,4,7,14,14,5,2,5

# Screening results as filed in PubChem BioAssay.
